# Assay outcomes deposited in PubChem BioAssay by Broad Institute.
# S100A4 MyoIIA = S100A4-myosin IIA interaction inhibition; 360,000 tested, 0.14% active; inhibition, % at 10.7 µM; AID 652163; P26447; S100A4/TAMRA-MyoIIA peptide fluorescence polarization;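 active = mean inhibition of at least 70% across replicates, with every replicate also reaching that level; inconclusive = mean inhibition reaches 70% but some replicates fall short; inactive = mean inhibition below 70%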
# Target sequence (P26447 whole entry, looked up): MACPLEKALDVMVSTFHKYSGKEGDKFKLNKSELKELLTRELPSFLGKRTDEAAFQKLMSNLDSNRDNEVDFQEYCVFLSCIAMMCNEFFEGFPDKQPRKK
#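 Assay system: human S100A4 monomer with TAMRA-labelled myosin IIA peptide / Buffer or medium: Calcium-containing HEPES buffer, pH 7.2 / Reagent: TAMRA-labelled myosin IIA heavy-chain peptide probe, 5 nM / Compound: one dose per compound / Timing: polarization read 5 min after assay mix addition, stable 5–60 min / Benchmarks: neutral control DMSO, positive control TFP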
# CASP6 VEID inh = caspase-6 (human) enzyme inhibition. inhibition, % at 12.5 µM. purified caspase-6, Z-VEID-R110 cleavage fluorescence. 350,000 tested, 0.53% active;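 active = mean inhibition across replicates at least about 35%, with every replicate also reaching that limit, limit read from the data; inconclusive = only one of the two criteria met; inactive = neither criterion met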;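 also: 0% = median of neutral control wells and 100% = no fluorescence left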
# Target sequence (P55212 24-179 limits assumed): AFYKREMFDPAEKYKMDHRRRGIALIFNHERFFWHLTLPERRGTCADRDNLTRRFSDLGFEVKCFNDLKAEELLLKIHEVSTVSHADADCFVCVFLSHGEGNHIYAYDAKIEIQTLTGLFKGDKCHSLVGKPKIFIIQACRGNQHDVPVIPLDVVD
# Target sequence (P55212 194-293 limits assumed): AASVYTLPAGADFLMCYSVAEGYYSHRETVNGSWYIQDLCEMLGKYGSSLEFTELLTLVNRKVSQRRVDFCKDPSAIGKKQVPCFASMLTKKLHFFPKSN
# SIRT5 inh = sirtuin-5 (human) deacylase inhibition; Q9NXA8; inhibition, % at 15 µM; AID 652115; 330,000 tested, 1.1% active; Purified SirT5, succinyl-peptide AMC, trypsin-coupled fluorescence; in the data active = inhibition above about 15%; inconclusive = no clear call, values can overlap the other calls
# Target sequence (Q9NXA8 whole entry, looked up): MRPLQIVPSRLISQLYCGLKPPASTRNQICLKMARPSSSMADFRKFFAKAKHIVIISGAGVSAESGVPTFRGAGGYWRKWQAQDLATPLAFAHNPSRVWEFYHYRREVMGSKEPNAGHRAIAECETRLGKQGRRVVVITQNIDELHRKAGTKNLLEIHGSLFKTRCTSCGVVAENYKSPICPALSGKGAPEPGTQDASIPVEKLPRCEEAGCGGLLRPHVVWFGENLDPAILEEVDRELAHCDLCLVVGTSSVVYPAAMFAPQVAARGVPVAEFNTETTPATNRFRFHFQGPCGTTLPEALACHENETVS
# LGR2 inh = Drosophila LGR2 receptor signaling inhibition; 380,000 tested, 0.35% active; HEK293 LGR2, CRE-luciferase, bursicon-stimulated, 4 h; inhibition, % at 9.99 µM;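 active = drop in luminescence signal, shown as inhibition above about 50% in the replicate tests, limit read from the data, passing the limit was not always enough; inconclusive = probably only some replicates passing the limit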;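 also: agonist challenge used bursicon conditioned medium at about half maximal strength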
# FN deposition inh = fibronectin deposition inhibition; 350,000 tested, 0.086% active; inhibition, % at 12.6 µM; AH1F fibroblasts, Alexa488-fibronectin deposition fluorescence, overnight; AID 743247;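 active = mean inhibition across replicates of 30% or more, regardless of how many single replicates reach that level; inconclusive = mean under 30% yet at least half of replicates reach 30%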;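 also: positive control wells lacked labelled fibronectin entirely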
#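 Assay system: AH1F fibroblast monolayer, labelled fibronectin deposition. Amount: 10000 cells per well. Also added: labelled fibronectin 24 nM. Compound: single-point pinned compound. Incubation: cell attachment 1 h, compound and FN exposure overnight. Detection: fluorescence after three HBSS washes, excitation 485 nm, emission 525 nm. Read-out: inhibition of fibronectin deposition signal.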
# esBAF inh = blocks esBAF chromatin remodeling in mouse ES cells. Bmi1-luciferase knock-in reporter, 24 h; 100% = twice the neutral-well signal. reporter increase, % at 12.5 µM. 350,000 tested, 2% active; in the data active = activation above about 40%; inconclusive = no clear call, values can overlap the other calls;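 also: 0% = median of the plate's neutral control wells and 100% = double that signal; a rise in the Bmi1 reporter signal indicates esBAF inhibition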
# Statin myotox sup = protects C2C12 myotubes from simvastatin toxicity; AID 602340; rescue of ATP level, % at 7.49 µM; ATP luminescence, 48 h; scaled: DMSO 0, geranylgeraniol control 100; 330,000 tested, 0.78% active;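 active = mean ATP rescue above about 67%, or every replicate alone reaching that limit, limit read from the data, passing the limit was not always enough; inconclusive = no clear call, values can overlap the other calls; inactive = mean under the limit and some replicate under it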;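 also: myotubes were challenged with 10 µM simvastatin during compound exposure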
# Starred values were filed as active, the others as inactive; ? = inconclusive; . = no result given; & = joins results of further samples. These rows are one share of the data; the hit share may differ from the screen's.
# Sequence of screens: LGR2 inh	Statin myotox sup	SIRT5 inh	S100A4 MyoIIA	esBAF inh	FN deposition inh	CASP6 VEID inh
- CCN(CC(=O)Nc1ccc2c(c1)OCCO2)C(=O)CCOc1ccccc1
  -5	-3	-4	-5	-3	-3	2
- Cc1ccc(C)c(S(=O)(=O)N2CCN(c3ncccn3)CC2)c1
  36	.	14	-1	.	1	-1
- O=c1o[nH]c(-c2ccccc2)c1N=Nc1c(F)cccc1Cl
  17	-3	-2	-2	-1	-7	0
- COc1ccccc1N(C)S(=O)(=O)c1ccc(Cl)c(C(=O)N2CCC(C(N)=O)CC2)c1
  -7	-1	-4	-3	0	-4	.
- Cc1cc(CNC(=O)COC(=O)C2CC3CCCC(C2)C3=O)cc(C)c1O (stereo not given)
  -5	8	-3	-5	-2	4	0
- CCN(Cc1ccccc1)C(=O)COC(=O)c1cc(=O)[nH]c2ccccc12
  -8	.	-5	-1	.	-9	4
- C[C@@H]1CCCCO[C@H](CN(C)C(=O)NC2CCCCC2)[C@H](C)CN([C@@H](C)CO)C(=O)c2cc(NC(=O)CCC(F)(F)F)ccc2O1
  -1	-39	6	14	-4	.	2
- CC12CCC(C(=O)NCc3ccco3)(OC1=O)C2(C)C (stereo not given)
  -3	9	-1	-5	-2	.	-3
- Cc1ccc(S(=O)(=O)N(C)C[C@@H]2OCCCC[C@H](C)Oc3ccc(NS(=O)(=O)c4ccc(Cl)cc4)cc3C(=O)N([C@H](C)CO)C[C@H]2C)cc1
  5	0	21*	1	3	-1	2
- Fc1ccc(CNC(=S)NCc2cccc(Cl)c2)cc1
  12	.	1	1	.	.	-1
- Cc1cccc(N2CCN(C(=O)C3CCCN(S(=O)(=O)c4cnc[nH]4)C3)CC2C)c1 (stereo not given)
  .	7	.	.	1	-5	.
- CCSc1nc(O)cc(=O)n1CC
  17	-3	-1	-1	-2	10	.
- Cc1ccc(NC(=O)c2cc(S(=O)(=O)N3CCOCC3)cn2C)cc1Cl
  8	-18	0	-4	-3	4	0
- COc1cccc(-c2ccc3nccn3c2)c1
  -27	5	.	-5	49*	.	-2
- COc1ccc(CNS(=O)(=O)c2ccc(-c3ccc(=O)[nH]n3)s2)cc1OC
  -3	-37	-5	-5	-4	-9	2
- CC1S/C(=N/N=C/c2cccc([N+](=O)[O-])c2)NC1=O (stereo not given)
  .	1	-2	-1	-2	-6	-7
- Cc1cc(=O)oc2cc3c(cc12)OCO3
  1	17	-47	-19	-1	-1	3
- O=C([C@@H]1[C@@H](CO)[C@@H]2Cn3c(ccc(-c4cccnc4)c3=O)[C@H]1N2Cc1cccnc1)N1CCOCC1
  -2	-1	-11	-1	1	.	2
- O=C(N/N=C/c1ccncc1)c1nc2ccccc2c(=O)[nH]1
  0	.	1	-11	.	-1	-2
- O=C(Nc1ccc(CN2CCOCC2)cc1)c1ccc(Cl)cc1Cl
  -20	3	18*	-2	11	-7	2

# Entries listed above shown as hits in esBAF inh:
mol,LGR2 inh,SIRT5 inh,S100A4 MyoIIA,esBAF inh,CASP6 VEID inh
COc1cccc(-c2ccc3nccn3c2)c1,-27,.,-5,49*,-2

# Continuation.
# Sequence of screens: LGR2 inh	Statin myotox sup	SIRT5 inh	S100A4 MyoIIA	esBAF inh	FN deposition inh	CASP6 VEID inh
- COc1cc(NC(=O)c2ccc([N+](=O)[O-])cc2)c(OC)cc1NC(=O)CC(C)C
  -17	.	-3	-6	.	.	8
- Clc1ccc(-c2nnc(COc3ncnc4ccccc34)o2)cc1
  -6	-2	-4	-8	2	2	-1
- COc1ccc(S(=O)(=O)N(CC(=O)NCc2ccncc2)Cc2ccccc2)cc1
  -11	-3	-3	-2	5	8	-3
- Nc1ccc(C(=O)OCC(=O)NC2CCS(=O)(=O)C2)cc1[N+](=O)[O-] (stereo not given)
  5	-3	-2	-1	-5	-3	11
- Cc1ccc(OCC(=O)NNC(=O)C2CC(=O)N(c3ccc4c(c3)OCCO4)C2)cc1 (stereo not given)
  -1	.	-5	-2	.	-11	3
- C[C@@H](NC(=O)C[C@H]1CC[C@H](NC(=O)CN2CCOCC2)[C@@H](CO)O1)c1ccccc1
  15	6	-2	-1	6	6	1
- C[C@@H]1CN([C@@H](C)CO)C(=O)c2cc(NC(=O)c3ccncc3)ccc2O[C@@H]1CN(C)C(=O)Nc1ccc(C(F)(F)F)cc1
  11	-16	4	0	0	-5	1
- COc1ccc(C)cc1NC(=S)N1CCOCC1
  1	4	-9	-3	-1	2	0
- CC(=O)c1ccc(NC(=O)C2CCN(S(=O)(=O)c3cccnc3)CC2)cc1
  18	3	1	0	-8	-8	0
- Cc1nc(CS(=O)(=O)c2ccccc2)cc(Sc2ccc(Cl)cc2)n1
  7	30	.	.	25	.	.
- Cc1noc(C)c1COc1ccc(CC(=O)NC2CCCCCC2)cc1
  -3	.	3	-8	.	-1	1
- COc1ccc(C2CC(C)=C(C#N)S(=O)(=O)C2C#N)cc1 (stereo not given)
  -2	.	-2	-48	.	-8	-2
- CN(c1ccc(C(=O)Nc2ccc3c(c2)OCO3)cc1)S(C)(=O)=O
  -60	-35	0	4	25	8	0
- Cc1ccc(S(=O)(=O)N2CCC(C(=O)NCCc3ccccn3)CC2)cc1
  8	-4	2	-3	-6	4	-1
- Cc1noc(C)c1NC(=O)Nc1ccc2c(c1)C(=O)N([C@H](C)CO)C[C@@H](C)[C@@H](CN(C)Cc1ccc(C(=O)Nc3ccccc3N)cc1)O2
  -20	.	19*	7	.	.	2
- C[C@H]1CN([C@@H](C)CO)S(=O)(=O)c2ccc(C#CCN(C)C)cc2O[C@@H]1CN(C)C(=O)CN(C)C
  -12	-16	2	0	-1	.	4
- CCOC(=O)C1=CCN(S(=O)(=O)c2ccc(F)cc2)C1c1ccc(Br)cc1 (stereo not given)
  29	-1	-1	-2	-2	3	-2
- CN1CC(c2ccccc2Cl)C2(COc3ccccc3C2=O)C12C(=O)Nc1ccccc12 (stereo not given)
  .	-3	.	.	-2	-12	.
- Cc1ccc2oc(C(=O)NCCC3CCCCO3)c(C)c2c1 (stereo not given)
  -30	.	-9	-5	.	0	1
- CCCNC(=O)C[C@@H]1C[C@@H]2c3cc(NS(=O)(=O)c4ccc(OC)cc4)ccc3O[C@@H]2[C@H](CO)O1
  -2	-2	.	.	0	-1	.
- C[C@@H]1CN([C@@H](C)CO)C(=O)c2cc(C#CCC3CCCC3)cnc2O[C@H]1CN(C)CC1CCOCC1
  -46	24	-1	-12	-9	20	0
- COc1ccc(C(=O)NC(=S)N2CCCCC2)cc1[N+](=O)[O-]
  4	.	0	6	.	1	-1
- CCc1ccc2nc(SCC(=O)Nc3ccccc3N3CCOCC3)c(C#N)cc2c1
  -3	-110	0	12	-27	-7	-4
- O=S(=O)(CCN1CCOCC1)c1ccc(Oc2ccc(S(=O)(=O)CCN3CCOCC3)cc2)cc1
  -5	15	-2	11	-10	-3	2
- Nc1nc(SCc2ccccn2)c2ncn(C3CCCC3)c2n1
  -38	3	0	-2	44*	4	2
- Cc1cc2nccnc2cc1C
  -23	4	.	0	18	8	-3
- Fc1cccc(CCN2C(=S)NC[C@@H]2Cc2ccccc2)c1
  4	7	.	14	-8	10	-2
- O=S(=O)(Nc1ccc(Cl)cn1)c1cnc(Cl)c(Br)c1
  3	.	-1	-14	.	8	3
- CC(C)NC(=O)N[C@H]1CC[C@H](CCNC(=O)C2CCC2)O[C@@H]1CO
  -2	-3	3	3	3	.	2
- O=C(Nc1ccc(Cl)cc1)C1(S(=O)(=O)c2ccccc2)CC1
  -12	3	.	1	0	.	-6
- O=C(C[C@H]1C[C@@H]2c3cc(NS(=O)(=O)c4ccccc4)ccc3O[C@@H]2[C@H](CO)O1)N1CCOCC1
  -3&11	9&-13	-3&8	3&-5	3&-5	10&3	-1&-7
- O=C(C1CCOCC1)N1C[C@H]2[C@@H](c3ccccc31)[C@H](CO)N2C(=O)Nc1cccc(F)c1
  0	-1	0	-6	2	7	-2
- COc1ccc(-c2ccc([C@@H]3[C@@H](C#N)N(C(=O)C4CCCCC4)[C@H]3CO)cc2)cc1
  9	29	4	-18	10	14	2
- O=C(Nc1cccc(C(=O)Nc2ccc(Br)cc2)c1)c1ccccc1
  -49	-34	-3	-1	?	2	1
- CCSc1nnc2c(n1)OC(C)(C)Nc1ccccc1-2
  -28	44	-1	-2	48*	.	0
- COc1ccc(NC(=O)Nc2ccc3c(c2)C(=O)N([C@@H](C)CO)C[C@H](C)[C@@H](CN(C)C(=O)c2ccccc2)OCCCC[C@H](C)O3)cc1
  -21	51	2	-6	-4	.	2
- CN1C(=O)c2cc(NC(=O)Cc3cccs3)ccc2OC[C@H]2O[C@@H](CC(=O)NCC3CC3)CC[C@@H]21
  3	6	1	-4	-8	4	1
- COc1cccc(-c2nnc(Nc3nc4c(F)cccc4s3)o2)c1
  .	-10	.	.	25	11	.
- Cc1cccc(N2CCN(C(=O)c3cccc(N4C(=O)C5C6C=CC(C6)C5C4=O)c3)CC2C)c1 (stereo not given)
  -8	0	4	-4	-8	2	3
- CCCC#Cc1cnc2c(c1)C(=O)N([C@H](C)CO)C[C@H](C)[C@H](CN(C)C(=O)Nc1ccccc1OC)O2
  4	4	1	0	-2	-8	0
- COc1ccccc1N1CCN(C2CCCN(C(=O)c3cccc(-c4ccco4)c3)C2)CC1 (stereo not given)
  18	-8	-5	-3	2	4	0
- O=C(C[C@@H]1C[C@@H]2c3cc(NC(=O)C4CCC4)ccc3O[C@@H]2[C@H](CO)O1)NC1CCCCC1
  10	1	-1	2	1	-3	.
- C[C@@H]1CN([C@H](C)CO)S(=O)(=O)c2ccc(C#Cc3ccccc3)cc2O[C@@H]1CN(C)C(=O)c1ccccn1
  14	13	3	5	5	12	4

# Molecules above that have an aryl thioether with sulfur outside any ring, in the order listed:
# Sequence of screens: LGR2 inh	Statin myotox sup	SIRT5 inh	S100A4 MyoIIA	esBAF inh	FN deposition inh	CASP6 VEID inh
- CCSc1nc(O)cc(=O)n1CC
  17	-3	-1	-1	-2	10	.
- Cc1nc(CS(=O)(=O)c2ccccc2)cc(Sc2ccc(Cl)cc2)n1
  7	30	.	.	25	.	.
- CCc1ccc2nc(SCC(=O)Nc3ccccc3N3CCOCC3)c(C#N)cc2c1
  -3	-110	0	12	-27	-7	-4
- Nc1nc(SCc2ccccn2)c2ncn(C3CCCC3)c2n1
  -38	3	0	-2	44*	4	2
- CCSc1nnc2c(n1)OC(C)(C)Nc1ccccc1-2
  -28	44	-1	-2	48*	.	0

# Reformatted tab-delimited: 2 of the compounds above
SMILES	LGR2 inh	Statin myotox sup	SIRT5 inh	S100A4 MyoIIA	esBAF inh	FN deposition inh	CASP6 VEID inh
CCSc1nnc2c(n1)OC(C)(C)Nc1ccccc1-2	-28	44	-1	-2	48*	.	0
COc1ccc(NC(=O)Nc2ccc3c(c2)C(=O)N([C@@H](C)CO)C[C@H](C)[C@@H](CN(C)C(=O)c2ccccc2)OCCCC[C@H](C)O3)cc1	-21	51	2	-6	-4	.	2
